# Screening results from PubChem.
# PTAP TSG101 blk: blocks PTAP/TSG101 interaction to inhibit HIV-1 budding; Q99816; Fluorescence polarization, FITC-PTAP peptide / Tsg101 binding; Potency, µM (titrated, usually from 115 µM), inactives show top-dose activity change, negative = inhibition, most hits filed as inhibitors; 340,000 tested, under 10 active; AID 493005; active = well fitted inhibition curve with a large enough effect in the main read-out, with a control signal flat, not every such curve was filed as active; inconclusive = small, poorly fitted or top-dose-only effect, or effect the other way, or a change in a side signal; inactive = no such curve, though single readings can be large or run the other way; note: potency is the fitted concentration of half-maximal effect; % of control where 0% means no effect
# Target sequence (Q99816 whole entry, looked up): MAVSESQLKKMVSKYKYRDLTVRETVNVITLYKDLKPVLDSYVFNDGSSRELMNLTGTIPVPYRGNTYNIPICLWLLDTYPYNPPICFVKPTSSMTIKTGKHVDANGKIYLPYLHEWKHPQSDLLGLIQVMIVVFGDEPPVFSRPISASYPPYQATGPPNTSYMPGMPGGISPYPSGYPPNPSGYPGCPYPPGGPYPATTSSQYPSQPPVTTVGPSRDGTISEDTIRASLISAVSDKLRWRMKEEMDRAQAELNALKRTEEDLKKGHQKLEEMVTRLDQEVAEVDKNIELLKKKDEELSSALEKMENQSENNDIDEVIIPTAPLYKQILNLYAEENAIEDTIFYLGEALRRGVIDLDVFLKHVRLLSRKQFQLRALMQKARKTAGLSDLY
#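 Tsg101 binding domain (10 uM final) was mixed with compound and a FITC-labeled PTAP peptide (50 nM final) in HEPES pH 7.5 buffer with NaCl, Tween 20, EDTA and TCEP; fluorescence polarization was read after 20 min at r.t.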
# BCR signal inh: chronic active BCR signaling inhibition; ABC-DLBCL IkBa-CBG/CBR reporter, luminescence ratio, 4 h; Potency, µM (highest dose often 46.1 µM), for the others: top-dose ratio change, negative = lower green/red ratio, hits mostly inhibitors; 340,000 compounds, 0.05% hits; AID 493014; active = well fitted inhibition curve with a large enough effect in the signal ratio, with a control signal flat, not every such curve was filed as active; inconclusive = small, poorly fitted or top-dose-only effect, or effect the other way, or a change in a side signal; the % refers to the signal ratio;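 note: potency is the fitted concentration of half-maximal effect; plate controls were basal doxycycline-induced cells for no effect and cells given 10 µM MG132 for full effect; MG132 reads +100%, hits lower the ratio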
#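 Concentration-response series (up to 46 uM) were applied to TMD8 dual-reporter cells for 4 h at 37C with doxycycline. Green/red ratio, after filter-overlap correction, defined %Activity; red signal alone was normalised to basal cells and zero luminescence.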
# a7 integrin act: activates integrin-mediated alleviation for muscular dystrophy; alpha7betagal myoblasts, beta-gal FDG fluorescence, 48 h; Potency, µM (doses to about 38.3 µM), for inactives: top-dose activation, hits mostly activators; 350,000 compounds, 0.064% hits;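 note: potency is the fitted concentration of half-maximal effect; 100% = response of the positive control SU9516; nearly all actives have a fitted effect of over 60% in size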
#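 alpha7betagal+/- myoblasts (passage 13, 250/well) treated 48 h at 37C with compounds at 1:260 dilution of DMSO stock. Lysed, then beta-galactosidase activity read as FDG fluorescence (ex 480/em 540) after 30 min, with pre-read for autofluorescence.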
# Menin-MLL TR inh: inhibitors of human menin-MLL interaction, mutant MLL peptide; O00255; Menin + Texas Red MLL mutant peptide, fluorescence polarization; Potency, µM (series often up to 61.6 µM), for inactives: at the top dose FP activity change, negative = inhibition, hits mostly inhibitors; 270,000 compounds, 0.23% hits; active = well fitted inhibition curve with a large enough effect in the polarisation, with a control signal flat, not every such curve was filed as active; inconclusive = small, poorly fitted or top-dose-only effect, or effect the other way, or a change in a side signal; inactive = no such curve, though single readings can be large or run the other way; the % refers to the polarisation; note: potency is the fitted concentration of half-maximal effect; % of control where 0% means no effect; many of its hits are not listed in these tables
# Target sequence (O00255 whole entry, looked up): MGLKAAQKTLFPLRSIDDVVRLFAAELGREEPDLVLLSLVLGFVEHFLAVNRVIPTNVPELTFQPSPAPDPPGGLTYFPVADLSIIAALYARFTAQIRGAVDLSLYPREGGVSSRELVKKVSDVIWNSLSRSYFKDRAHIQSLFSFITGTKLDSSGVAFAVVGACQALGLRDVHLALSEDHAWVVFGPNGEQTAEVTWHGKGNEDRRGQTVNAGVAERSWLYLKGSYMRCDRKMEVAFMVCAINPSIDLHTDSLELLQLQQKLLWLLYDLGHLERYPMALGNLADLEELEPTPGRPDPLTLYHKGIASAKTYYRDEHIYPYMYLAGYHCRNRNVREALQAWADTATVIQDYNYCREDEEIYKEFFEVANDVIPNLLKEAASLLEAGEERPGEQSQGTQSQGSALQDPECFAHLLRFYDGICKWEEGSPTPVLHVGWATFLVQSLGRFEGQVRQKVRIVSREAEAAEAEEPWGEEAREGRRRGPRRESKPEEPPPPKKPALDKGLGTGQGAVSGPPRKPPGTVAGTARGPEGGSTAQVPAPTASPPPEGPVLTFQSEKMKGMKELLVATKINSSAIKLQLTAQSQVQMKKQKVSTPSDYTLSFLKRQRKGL
# PKM2 act: activators of human pyruvate kinase M2 | purified PKM2, Kinase-Glo ATP luminescence, activation; response scale: 0% is enzyme alone, no compound | Potency, µM (top dose mostly 57.5 µM), inactives show at the highest dose activation, hits mostly activators | 260,000 compounds, 0.34% hits | AID 1631; note: potency is the fitted concentration of half-maximal effect; % is set by controls: 0 for no effect and ±100 for the full control effect; nearly all actives have a fitted effect of over 55% in size
#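 hPK-M2, >95% pure; 0.1 mM ADP / 0.5 mM PEP final; imidazole pH7.2 buffer w/ 7 mM MgCl2, 50 mM KCl; 1 h RT; Kinase-Glo lum. Intermediate enzyme activity for dual inhibitor/activator qHTS.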
# Tb PFK block: blocks T. brucei phosphofructokinase; T. brucei PFK, ADP-Glo luminescence; Potency, µM (highest dose often 57.5 µM), for inactives: at the highest dose activity, negative = inhibition, usual class: inhibitors; 330,000 compounds, 0.17% hits; AID 485367;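 note: potency is the fitted concentration of half-maximal effect; 0% = uninhibited 1x PFK enzyme wells and -100% = no-enzyme wells; nearly all actives have a fitted effect of over 60% in size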
#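 Compounds were pin-transferred as a titration series up to 57 uM into substrate buffer (0.5 mM F6P, 0.1 mM ATP, pH 8.0), then 1.25 nM PFK was added and reactions ran 45 min before ADP-Glo detection.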
# Giardia killer: kills Giardia lamblia; 340,000 compounds, 0.15% hits; AID 540267; activity change, % at 7.66 µM, hits read low; Giardia lamblia trophozoite viability; in the data active = activity change below about -80%; inconclusive = between about -30% and that limit;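 note: parasites exposed to compound for two days anaerobically before the ATP read; % is set by controls: 0 for no effect and ±100 for the full control effect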
#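 ATP-content bioluminescence gauges trophozoite survival. Cells (100/well) receive compound and incubate anaerobically for 48 hrs at 37 deg C; detection reagent follows for 15-30 min at room temperature.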
# Coupling enz: coupling enzyme interference in Giardia aldolase counter-screen; activity change, negative = inhibition, % at 58.2 µM, hits read low; AID 2472; coupling enzyme system counterscreen, AmpLite Red fluorescence; 290,000 compounds, 0.67% hits; in the data active = activity change below about -30%; note: % is set by controls: 0 for no effect and ±100 for the full control effect
#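 Fluorescence at 525 nm excitation and 598 nm emission measured inhibition of the coupled detection system without aldolase. Compounds (at 57.5 uM final) were preincubated 10 min at room temperature with coupling enzyme reagent before a 20 min substrate/AmpLite Red step.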
# GALK inh: galactokinase (human) inhibition | P51570 | 270,000 compounds, 0.007% hits | Purified GALK, Kinase-Glo residual ATP luminescence | AID 1868 | Potency, µM (series often up to 57.5 µM), inactives show at the highest dose activity change, negative = inhibition, actives largely listed as inhibitors; note: potency is the fitted concentration of half-maximal effect; % is set by controls: 0 for no effect and ±100 for the full control effect
#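 Human GALK (5 nM) with 35 uM ATP and 100 uM galactose in 20 mM HEPES pH 8.0, 5 mM MgCl2, 60 mM NaCl, 1 mM DTT, 0.01% BSA. After 1 h at room temperature, leftover ATP was read by Kinase-Glo Plus luminescence.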
# B2AR arrestin: beta2AR (human) beta-arrestin recruitment activity | P07550 | beta-arrestin recruitment to beta2AR, cell-based reporter | Potency, µM (top dose mostly 46.1 µM), without a hit: top-dose activation, actives largely listed as activators | 330,000 compounds, 0.02% hits | AID 492947;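 note: potency is the fitted concentration of half-maximal effect; 0% = DMSO controls and full agonism = EC100 isoproterenol or metaproterenol; nearly all actives have a fitted effect of over 65% in size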
# S-ASM inh: blocks human secretory acid sphingomyelinase | 340,000 compounds, 0.006% hits | Potency, µM (highest dose often 57.5 µM), without a hit: top-dose activity change, negative = inhibition, usual class: inhibitors | placental ASM, HMU-PC fluorogenic substrate, 60 min | AID 504937 | P17405; note: potency is the fitted concentration of half-maximal effect
#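 qHTS format. ASM enzyme prepared from human placenta hydrolyses the fluorogenic substrate HMU-PC0 (9 uM final) over 60 min at 37 °C after a 10 min compound preincubation.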
# An asterisk follows results filed as active; ? = inconclusive; · = not tested or not shown; [ ] = another dose, or the depositor's remark. Unless noted, calls come from the whole dose curve; as a rule, active = well fitted curve in the direction sought with a large enough effect; inconclusive = small, poorly fitted or top-dose-only effect, or another doubt; inactive = no such curve, though single readings can be large; an effect the other way counts as inactive or inconclusive. This is a subset, so the mix of outcomes need not match the whole.
SMILES,PTAP TSG101 blk,BCR signal inh,a7 integrin act,Menin-MLL TR inh,PKM2 act,Tb PFK block,Giardia killer,Coupling enz,GALK inh,B2AR arrestin,S-ASM inh
CC(C(=O)NCCc1ccc(S(N)(=O)=O)cc1)N1C(=O)CC(C)(C)Sc2ccccc21 (stereo not drawn),-5%,3%,-7%,11%,·,-1%,-3,6,0%,0.4%,3%
COc1cc2cc(CN(Cc3cccnc3)C(=O)Nc3ccccc3F)c(=O)[nH]c2cc1OC,-5%,?,14%,0%,-2%,-6%,-1,-2,3%,-0.9%,39%
COc1ccc(C(CC(=O)O)NC(=O)C(c2ccccc2)c2ccccc2)cc1 (stereo not drawn),-10%,3%,5%,22%,·,2%,-11,6,1%,-0.1%,7%
Cc1cc(NS(=O)(=O)c2ccc(NC(=S)NC(=O)c3ccc(C(C)(C)C)cc3)cc2)no1,0%,0%,-3%,1%,6%,0%,0,-2,·,0.3%,-19%
CCOC(=O)c1cnc2ccc(Br)cc2c1NCCCN1CCOCC1,-4%,4%,-3%,-15%,1%,1%,10,3,-1%,-0.1%,3%
C=CCn1c(Cc2cccs2)nnc1SCC(=O)Nc1ccc(OC)cc1,-6%,0%,23%,0%,-3%,0%,-7,-5,0%,-0.2%,-2%
Cc1cc(NC(=O)CSc2n[nH]c(-c3ccc(Cl)cc3Cl)n2)no1,1%,?,-15%,·,·,-1%,9,·,·,-0.7%,0%
CCOCC(=O)Nc1ccc(OCc2ccccc2)cc1,-5%,?,-12%,8%,-2%,2%,-7,4,-2%,0.2%,4%
CC(C)OC(=O)CNc1n[nH]c(=S)[nH]c1=O,0%,2%,18%,18%,0%,0%,5,1,-3%,-2.1%,4%
O=C(Cc1ccc(-n2c(=O)[nH]c3ccsc3c2=O)cc1)N1CCN(c2ccc(Cl)cc2)CC1,-2%,-7%,-14%,3%,-1%,-1%,2,-1,1%,-0.7%,-10%
COc1ccc(Cl)cc1C(=O)N/N=C/c1ccc(N2CCOCC2)cc1,3%,1%,?,9%,1%,-2%,6,-1,0%,0.1%,19%
O=C(Nc1nccs1)C(NS(=O)(=O)c1ccc(Br)s1)c1ccccc1 (stereo not drawn),-4%,?,2%,10%,5%,3%,38[activator],0,0%,-0.6%,-9%
COc1ccc(S(=O)(=O)Nc2ccc(S(=O)(=O)Nc3ccc(F)cc3)cc2)cc1C,-1%,?,7%,1%,5%,0%,0,3,0%,-0.4%,-9%
COc1ccccc1NC(=O)CSC1=NCCN1,-3%,-10%,-19%,4%,2%,-6%,-5,2,·,-1.5%,2%
CC(C)(C)C(=O)/C(=C/c1ccncc1)n1cncn1,-4%,?,-15%,-2%,?,1%,3,0,-1%,-0.3%,2%
COc1ccc(/C=C/C(=O)N2c3ccccc3Sc3ccc(C(F)(F)F)cc32)cc1,2%,-13%,-20%,-8%,8%,0%,9,0,0%,-1.2%,-10%
Nc1cccn2c(-c3ccc(Cl)c(Cl)c3)cnc12,-3%,-11%,-14%,?,-2%,-4%,-4,3,5%,0.0%,4%
O=C(Oc1coc(CSc2nnc(NC(=O)C3CC3)s2)cc1=O)c1c(F)cccc1F,-2%,?,-1%,-13%,13%,3%,-8,7,-1%,-0.9%,-3%
CCN(CC)c1ncnc2sc3c(c12)CCC3,-2%,-1%,-38%,-7%,-9%,-6%,-19,0,-2%,-0.4%,-2%
O=C(Cc1cccs1)Nc1ccc(S(=O)(=O)Nc2ncccn2)cc1,-3%,-2%,4%,18%,13%,-7%,4,-2,2%,3.0%,2%
CC(NC(=O)CSc1nc2c(c(C(F)(F)F)n1)CCc1ccccc1-2)c1ccccc1 (stereo not drawn),-8%,-12%,-50%[inhibitor],2%,6%,2%,-1,0,0%,4.9%,-9%
Oc1ccc(/C=N/n2c(COc3ccccc3)n[nH]c2=S)c(O)c1,-9%,-1%,39%,38%[activator],·,0%,17,6,4%,0.7%,6%
CCOCCCNC(=O)c1ccc2c(c1)N(Cc1ccccc1)C(=O)CS2=O (stereo not drawn),1%,4%,7%,12%,-1%,-1%,?,-1,0%,9.4%,2%
COc1ccccc1CCNC(=O)CCSc1nc(-c2ccco2)cc(C(F)(F)F)n1,0%,2%,-18%,45%[activator],4%,-5%,0,1,0%,2.8%,-3%
CCOC(=O)c1c(/N=C/c2ccc(O)cc2O)sc2c1CCC2,·,-27%,·,1%,0%,-3%,·,0,2%,-0.7%,·
O=C(NCc1ccccc1Cl)C1CCN(c2cnccn2)CC1,-6%,0%,-6%,0%,-5%,-1%,-29,-1,6%,0.1%,12%
Cc1ccc(OCC(=O)Nc2ccccc2N2CCOCC2)c(C)c1,-3%,16%,3%,?,-1%,-2%,-5,-5,2%,-2.7%,6%
CCOC(=O)N1CCN(c2cc(=O)n(-c3ccc(Br)cc3)c(=O)[nH]2)CC1,-1%,-12%,5%,3%,17%,1%,22,3,0%,-0.3%,5%
CCN1CC=C2C(C#N)=C(N)C(C#N)(C#N)[C@H](c3cccc(OC)c3OC)[C@H]2C1,?,-3%,-20%,1%,-3%,1%,-4,-3,-3%,-0.6%,223%[activator]
CN(C)c1oc(COc2ccc(F)cc2)nc1C#N,0%,?,?,-1%,8%,-5%,3,2,·,-0.6%,-1%
COc1ccc(CC(=O)OCC(=O)Nc2ccc3c(c2)OCO3)cc1,0%,0%,12%,3%,1%,-9%,-8,-1,-2%,0.0%,-1%
COCC(=O)N(C)C1(c2nnnn2CCOC(=O)Nc2ccc(Cl)cc2)CCCCC1,-6%,9%,-15%,0%,1%,9%,7,-1,-1%,0.1%,-4%
CC(=O)Nc1ccc(NC(=O)C(C)OC(=O)c2ccccc2NS(=O)(=O)c2cccs2)cc1 (stereo not drawn),-1%,-7%,0%,·,2%,-1%,4,-12,-5%,-0.5%,-2%
O=C(CC1C(=O)NCCN1Cc1ccccc1)NCCCOc1cccnc1 (stereo not drawn),0%,2%,23%,-13%,1%,1%,-2,0,4%,0.1%,9%
COc1ccc(C(=O)NCCSCc2ccccc2Cl)cc1OC,1%,7%,-17%,16%,0%,-3%,10,-1,0%,-0.6%,1%
O=C1CC(c2cccs2)c2cc3c(cc2N1)OCCO3 (stereo not drawn),1%,-15%,-33%,1%,5%,0%,-2,0,-5%,0.0%,1%
CC(=O)N1CCN(CC(=O)Nc2ccc(C)c(S(=O)(=O)N(C)C)c2)CC1,2%,4%,-22%,-5%,5%,-5%,-18,0,1%,-0.7%,-4%
COc1ccc(CC(=O)Nc2cc(S(=O)(=O)N3CCCCC3)ccc2C)cc1OC,1%,-10%,-40%,0%,0%,6%,5,0,-1%,-0.3%,-2%
CCN(CC)C(=O)c1cccc2nc3ccccc3nc12,-1%,9%,8%,·,3%,0%,20,2,1%,0.2%,0%
Cc1c(=O)n(OCc2cccc(F)c2)c2ccccc2[n+]1[O-],-3%,7%,0%,-17%,-3%,-4%,-5,-2,3%,0.6%,9%
O=C(NCc1ccc(/C=N\NC(=O)C(=O)Nc2ccccc2Br)o1)C(=O)Nc1ccccc1,-2%,3%,?,?,2%[11.5 µM],-2%,-8,2,7%,-0.2%,-5%
O=C(N/N=C/c1ccc(O)cc1)c1nc(-c2ccccc2)n(-c2ccccc2)n1,-2%,5%,-3%,2%,4%,0%,5,-2,-1%,-0.8%,-4%
COc1ccc(-c2nc(SC)n(S(=O)(=O)c3ccccc3)n2)cc1,-1%,-4%,0%,-1%,7%,1%,-11,-1,5%,-0.4%,-10%
Cc1ccccc1N(C(=O)c1csnn1)C(C(=O)NC(C)(C)C)c1cccs1 (stereo not drawn),-2%,0%,5%,-22%,3%,7%,-7,-9,1%,0.0%,3%
CCCN(CCC)C(=O)Cn1c2ccccc2c2nc(=O)cc(C)n21,-1%,-10%,3%,1%,1%,-2%,0,3,3%,0.2%,3%
CC(=O)ONC(=Nc1ccccc1)c1nonc1N,-7%,8%,14%,·,-6%,-9%,5,5,5%,0.1%,3%
NNC(=S)NCc1ccc2c(c1)OCO2,0%,?,8%,3%,-1%,0%,-2,-1,1%,-1.0%,7%
Cc1ccc(C(CNC(=O)Nc2ccc(Cl)cc2)N2CCN(C)CC2)cc1 (stereo not drawn),-2%,?,-43%,1%,·,-4%,-20,1,2%,-0.8%,0%
